Compound activity as filed in PubChem.
UDG counterscr = UDG inhibition counter-screen; FRET deamination/UDG coupled assay, UDG read, 4 h; Potency, µM (series often up to 115 µM), inactives show top-dose activity change, negative = inhibition, most hits filed as inhibitors; 0.14% of 91,000 active; also: nearly all actives have a fitted effect of over 65% in size
AID inhibitor = inhibitors of human activation induced cytidine deaminase; Potency, µM (titrated, usually from 115 µM), inactives show at the highest dose activity change, negative = inhibition, actives largely listed as inhibitors; AID deamination FRET fluorescence, UDG-coupled, 4 h; 0.32% of 91,000 active; Q9GZX7; also: nearly all actives have a fitted effect of over 25% in size
Target sequence (Q9GZX7 whole entry, looked up): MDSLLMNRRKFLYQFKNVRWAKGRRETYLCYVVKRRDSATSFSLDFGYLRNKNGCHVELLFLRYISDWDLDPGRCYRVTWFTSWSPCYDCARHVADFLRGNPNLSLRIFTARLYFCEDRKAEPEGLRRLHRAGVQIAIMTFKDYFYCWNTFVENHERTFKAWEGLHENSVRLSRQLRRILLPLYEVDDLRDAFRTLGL
Starred values were filed as active, the others as inactive; ? = inconclusive; [ ] = dose if it differs, or a comment. Calls follow the shape of the dose curve; as a rule, active = well fitted curve in the direction sought with a large enough effect; inconclusive = small, poorly fitted or top-dose-only effect, or another doubt; inactive = no such curve, though single readings can be large; an effect the other way counts as inactive or inconclusive. % is scaled to controls: 0 for no effect and ±100 for the full control effect; potency is read from the fitted curve at half-maximal effect.

Screens in order: AID inhibitor, UDG counterscr
CCOc1ccc2nc(Cl)c(C3CC(c4ccccc4)=NN3C(=O)CCC(=O)O)cc2c1 (configuration not stated)
    -8.0%, 18.7%
C=CCNC(=O)COc1ncnc2ccc(Br)cc12
    -3.0%, -4.9%
C=Cc1ccc(Cn2c(SCC(=O)N3CCN(c4ccc(F)cc4)CC3)nc3ccccc32)cc1
    0.2%, 1.7%
O=C(Nc1ncc(Cc2ccccc2Cl)s1)c1ccc2c(c1)CC(c1ccccc1)OC2=O (configuration not stated)
    5.5%, -1.2%
CCOC(=O)c1c(C)[nH]c(C)c1S(=O)(=O)N1CCCC(C(=O)Nc2ccc(F)cc2F)C1 (configuration not stated)
    -4.3%, 4.9%
CCCCCC1CCC(c2ccc(-c3ccc(CC)cn3)cc2F)CC1 (configuration not stated)
    1.9%, 7.2%
C/C(=N/NC(=O)c1ccccc1)c1ccc(C)cc1
    -0.2%, -1.2%
CCCOC(=O)COc1ccc2c(=O)c(Oc3ccc(CC)cc3)coc2c1
    4.4%, -5.6%
COc1ccc(-c2nnc(Cn3nc(C)c(S(=O)(=O)N4CCc5ccccc54)c3C)o2)cc1
    -13.0%, -13.0%
CCN(C(=O)c1coc(=O)c2ccccc12)c1ccccc1C
    12.7%, -1.5%
CCOc1ccc(NC(=O)c2c(NC(=O)c3ccncc3)sc3c2CCC(C(C)(C)C)C3)cc1 (configuration not stated)
    ?, -13.1%[57.5 µM]
O=C(Cn1c2ncccc2c(=O)n1-c1ccccc1)NCc1ccccc1
    -12.0%, -3.9%
N#Cc1c(SCC(=O)NCc2ccccc2)nc2c(c1C(F)(F)F)CCCC2
    -13.2%, 3.5%
COc1ccc(CCNC(=O)c2ccc3c(c2)nc2n3CCOC2)cc1OC
    4.1%, 16.7%
Cc1ccccc1C(=O)NC1CCCC(C)C1 (configuration not stated)
    -2.2%, 0.8%
Cc1sc(NC(=O)c2cccc(C#N)c2)c(C#N)c1C
    53.0%[activator], -2.3%
N#C/C(=C/c1ccc(I)o1)c1nc2ccccc2[nH]1
    37.1%[activator], -7.7%
Cc1ccc(/C(O)=C2\C(=O)C(=O)N(CCCO)C2c2ccc(Br)cc2)cc1 (configuration not stated)
    -0.5%, 1.8%
COc1cccc(NC(=O)CN(C)CC(=O)Nc2ccc(C)cc2)c1
    -0.5%, -2.5%
Cc1ccc(C)c(N(C)C(=O)c2cn(C)c(=O)c3ccccc23)c1
    2.4%, -10.3%
CC(Oc1ccc(Cl)cc1Cl)C(=O)NCCc1cccs1 (configuration not stated)
    -9.3%, 1.1%
COc1ccccc1OCC(=O)N1CCN(S(=O)(=O)c2ccc3c(c2)OCCO3)CC1
    -11.5%, -5.7%
COc1ccc(-c2nc(CS(=O)CC(=O)NCC(OC)OC)c(C)o2)cc1 (configuration not stated)
    2.8%, -4.8%
CCc1ccc(NC(=O)Cn2ccn(-c3cccc(Cl)c3)c(=O)c2=O)cc1
    2.8%, 2.3%[57.5 µM]
Cc1nn(CC(=O)NC2CCC(C)CC2)c(=O)c2c1sc1ccccc12 (configuration not stated)
    -17.1%, 3.3%
CNS(=O)(=O)Cc1cccc(CNC(=O)c2cccc(F)c2)c1
    -9.1%, 8.7%
Cc1cccc(C(C)C)c1NC(=O)c1ccc2c(c1)CCCN2S(C)(=O)=O
    -7.0%, -2.3%
CC(=O)c1cc(Cl)cc(Cl)c1OCC(=O)N1CCN(C(=O)c2ccco2)CC1
    -0.7%, 7.7%
CCN(CC)C(=O)C(=O)N/N=C(\C)CCc1ccccc1
    5.7%, 0.7%
COCCNC(=O)CSc1nnc2[nH]c(=O)cc(C)n12
    -3.6%, 1.9%
Cc1ccc(CNC(=O)c2cc(C)nc3c2c(C)nn3-c2ccc(C)cc2)cc1
    -8.8%, 5.7%
CCOc1ccc(S(=O)(=O)N2CCN(C(=O)[C@H](C)NC(N)=O)CC2)cc1
    -6.7%, -5.4%
Cc1nn(C)c2c(=O)n(CC(=O)NCc3ccccc3Cl)ccc12
    2.3%, 5.1%
Cc1cc(C)cc(NC(=O)c2sc3nc[nH]c(=O)c3c2C)c1
    3.0%, 3.6%
Cc1cc(=O)oc2c(C)c(OCc3nc(-c4ccc(Cl)cc4)no3)ccc12
    11.1%, 10.2%
CCC1CCCCN1C(=O)CSc1nc2c([nH]c3ccccc32)c(=O)n1-c1ccc(OC)cc1 (configuration not stated)
    16.1%, 7.1%
CCC1c2ccsc2CCN1C(=O)/C=C/c1ccccc1 (configuration not stated)
    1.1%, 1.6%
CCc1ccc(NC(=O)OCC(C)C)cc1
    -4.1%, -1.1%
Cc1cc(C)cc(NC(=O)CCCc2nc(-c3ccccc3Cl)no2)c1
    2.2%, 17.5%
CCOC(=O)C1=C[C@]2(CC)CCCN3CCc4c(n1c1ccccc41)[C@@H]32
    -10.8%, -5.5%
CCCNC(=O)c1cc(=O)[nH]c2ccc(S(=O)(=O)N(CC)CC)cc12
    -3.2%, 5.0%
Cn1c(CC(=O)Nc2cccc(C(F)(F)F)c2)nnc1SCC(=O)c1ccc(C#N)cc1
    0.7%, -5.9%
COc1cccc2sc(NC(=O)CS(=O)(=O)c3ccc(C)cc3)nc12
    ?, 14.4%
CCC12CN3CC(C)(CN(C1)C3c1c(C)n(C)c3ccccc13)C2=O (configuration not stated)
    3.6%, 7.7%
CCOC(=O)CSc1nc2cc3c(cc2c(=O)n1Cc1ccc(C(=O)NCCc2ccc(OC)c(OC)c2)cc1)OCO3
    -3.3%, -10.4%
CCOc1ccc(C(=O)Nc2ccc3nn(-c4ccc(OC)c(Cl)c4)nc3c2)cc1
    118.1%[activator], 11.8%
Cc1ccc(C(C)C)c(OCC(=O)NCC2(N(C)C)CCCCC2)c1
    ?, -11.1%
CC(C)(C)Sc1ccsc1C(=O)O
    -7.9%, -9.8%
COc1cccc(NC(=O)CNc2ccccc2C(=O)NC2CC2)c1
    2.3%, 4.9%
COCC(C)Nc1ncnc2c1cnn2-c1ccc(C)c(C)c1 (configuration not stated)
    -12.8%, 6.6%
Cn1nc(C(=O)Nc2cc(F)ccc2F)c2c1-c1ccccc1SC2
    -0.6%, 3.6%[57.5 µM]
Cc1ccc(NC(=O)Cn2c(=O)n(Cc3ccc(F)cc3)c(=O)c3cccnc32)cc1C
    15.1%, 11.8%
O=C(CSc1nc2c(oc3ccccc32)c(=O)n1Cc1ccco1)Nc1cccc(Cl)c1
    10.1%, 2.3%
CN(CCCOc1ccccc1)CCC(=O)N(CC#N)CC#N
    3.4%, 8.1%
CCC(=O)N1c2nc(C(C)C)nn2C2(CCCCC2)[C@@H]2CCCC[C@@H]21
    2.7%, -5.6%[57.5 µM]
Cc1ccccc1N(C)S(=O)(=O)c1nnc(NC(=O)c2ccccc2F)s1
    20.2%, -2.3%[57.5 µM]
CCC(CC)C(=O)N1CCc2cc(OC)c(OC)cc2C1COc1ccccc1OC (configuration not stated)
    6.5%, -2.2%
C=CCN(C)Cc1cccc(OC)c1OC
    -1.7%, -8.6%
Cc1cc(-c2ccccc2)cc(-c2ccccc2)n1
    4.0%, -1.7%
Cc1ccc(S(=O)(=O)NCC(=O)O)cc1
    -0.3%, -3.6%

The list goes on:
Screens in order: AID inhibitor, UDG counterscr
CC(CC(=O)Nc1ccc(F)c(F)c1)n1ccnc1 (configuration not stated)
    -8.2%, 7.0%
CCOC(=O)c1c(C)c(C(=O)Nc2cc(F)ccc2F)c(C)n1C
    32.1%[activator], -0.9%
CCOc1ccc(C(C)NC(=O)NCc2ccn[nH]2)cc1OC (configuration not stated)
    4.0%, -6.4%
CC(C#N)OC(=O)C12CC3CC(CC(O)(C3)C1)C2 (configuration not stated)
    3.6%, 2.9%
CC(=O)Nc1ccc(NC(=O)NC(C)c2ccc(Cl)cc2)cc1 (configuration not stated)
    1.8%, -6.7%
Cc1ccc(S(=O)(=O)NCC(=O)O)cc1C
    3.8%, -2.2%
CC(NC(=O)CC1CCCO1)c1ccc(-c2ccccc2)cc1 (configuration not stated)
    -2.5%, 0.3%
COc1cc(NC(=O)Cn2cc(S(=O)(=O)c3ccccc3)c(=O)c3ccccc32)cc(OC)c1
    -11.9%, 2.7%
CCOc1ccc(-n2c(C)nc3cc(C(=O)NCc4ccc(C)cc4)ccc32)cc1
    31.6µM*, -14.8%
Cc1cccc(OCC(=O)Nc2ccccc2C(=O)OCc2cc(=O)n3nc(C)sc3n2)c1
    11.4%, -5.2%
CCn1nnc(NC(=O)C(C)Oc2ccc(Cl)cc2Cl)n1 (configuration not stated)
    -3.0%, 7.3%
O=C(NCC1(N2CCOCC2)CCSC1)Nc1ccc(F)cc1 (configuration not stated)
    2.5%, 4.7%
COc1cc(C2CC(=O)Nc3c2c(C)nn3-c2cc(C)cc(C)c2)ccc1O (configuration not stated)
    -8.0%, -13.7%
CCN(CC)C(=O)CSc1nc2c(c(=O)n(C)c(=O)n2C)n1Cc1ccccc1
    -5.0%, 26.0%
CC1CCN(c2cc3c(cc2F)c(=O)c(S(=O)(=O)c2cccc(Cl)c2)cn3Cc2ccccc2)CC1
    -0.3%, 3.1%
CCN1c2ccccc2-c2nc(SCC(=O)Nc3cc(OC)cc(OC)c3)ncc2S1(=O)=O
    37.8%[activator], 0.0%
CC(C)(C)OC(=O)N/N=C/c1cccc(Cl)c1Cl
    -1.6%, -1.8%
COc1ccc(-c2nc3n(n2)C(c2ccc(Cl)cc2)C2=C(CCCC2=O)N3)cc1OC (configuration not stated)
    -9.3%, 1.1%
CCc1ccc(NCc2cc3cc(OC)c(OC)cc3n(CC(=O)Nc3cc(C)ccc3C)c2=O)cc1
    34.4%[activator], -4.2%
CC(C)(C)OC(=O)N1CCC(c2c(C(=O)N3CCN(C(=O)c4ccco4)CC3)cnn2-c2cccc(F)c2)CC1
    -14.7%, 25.1%

No new results follow: 5 of the compounds above.
Screens in order: AID inhibitor, UDG counterscr
CCOc1ccc2nc(Cl)c(C3CC(c4ccccc4)=NN3C(=O)CCC(=O)O)cc2c1 (configuration not stated)
    -8.0%, 18.7%
C=CCNC(=O)COc1ncnc2ccc(Br)cc12
    -3.0%, -4.9%
C=Cc1ccc(Cn2c(SCC(=O)N3CCN(c4ccc(F)cc4)CC3)nc3ccccc32)cc1
    0.2%, 1.7%
O=C(Nc1ncc(Cc2ccccc2Cl)s1)c1ccc2c(c1)CC(c1ccccc1)OC2=O (configuration not stated)
    5.5%, -1.2%
CCOC(=O)c1c(C)[nH]c(C)c1S(=O)(=O)N1CCCC(C(=O)Nc2ccc(F)cc2F)C1 (configuration not stated)
    -4.3%, 4.9%

Other compounds
Screens in order: AID inhibitor, UDG counterscr
Cn1c(=O)c2sccc2n2c(CCC(=O)Nc3ccc(F)cc3)nnc12
    -0.7%, 2.6%
Cc1ccc2onc(CC(=O)N3CCN(c4cccc(Cl)c4)CC3)c2c1
    -22.4%, -5.9%
O=C(Nc1nc2c(F)cc(F)cc2s1)c1ccc(S(=O)(=O)N2CCc3ccccc32)cc1
    13.9%, -17.2%
Cc1ccc(NC(=O)CN(C)C(=O)C2CCN(c3ccc(C#N)cn3)CC2)cc1
    3.4%, -4.8%
COc1ccc(C2CC(=O)c3c([nH]c(C(=O)OCc4ccccc4)c3C)C2)cc1OC (configuration not stated)
    0.9%, 2.6%
Cc1ccc(Cl)cc1NC(=O)Cn1c(=O)cc(C(=O)N2CCOCC2)c2ccccc21
    1.3%, -2.2%
CCCCN(CCCC)CCNC(=O)c1cn(C)c2ccc(S(=O)(=O)N3CCOCC3)cc2c1=O
    -28.5%[57.5 µM], -5.7%[57.5 µM]
C=C1C(C(=O)Nc2ccc(N(C)C)cc2)C1C(=O)Nc1ccc(N(C)C)cc1 (configuration not stated)
    5.1%, -2.2%
Cc1ccc(NC(=O)c2ccc3c(c2)NC(=O)CS3)cc1
    1.8%, 5.1%
CN(C)CCCO[C@@H]1[C@H]2OC(C)(C)O[C@H]2O[C@@H]1[C@H](O)CO
    0.3%, -1.6%
CCS(=O)(=O)N1CCC(NC(=O)c2cccc(NC(=O)c3cccs3)c2)CC1
    -6.0%, -0.5%
CC(=O)c1ccc(N2CCN(C(=O)Nc3cccc(Cl)c3)CC2)cc1
    -8.9%, -7.9%
Clc1ccc(C2C=C(c3ccccc3)Nc3ncnn32)c(Cl)c1 (configuration not stated)
    -18.5%, 2.8%
COc1ccc(OC)c(CNC(=O)c2ccccc2NC(=O)c2nsc3ccccc23)c1
    -0.1%, -2.3%
Cc1cc(C(C)(C)C)cc(C)c1CSC1=NCC(C)(C)CN1
    -11.6%, -11.8%
Cc1ccc(CNC(=O)c2ccc(Nc3nc4ccccc4n4nnnc34)cc2)cc1
    -7.4%, -4.2%
Cc1cccc(-c2cc(C(=O)O)c3c(Br)cccc3n2)c1
    1.3%, -1.9%
Cc1cccc(NC(=O)Cn2c(=O)n(CC3CCC(C(=O)NCCc4ccccc4)CC3)c(=O)c3ccccc32)c1C (configuration not stated)
    7.6%, -7.5%
COc1ccc(/C=C/C(=O)OCCCN(C)C)cc1
    2.7%, 1.1%
O=C(c1cn(CCOc2ccc(Cl)cc2)c2ccccc12)C1CCCCC1
    -20.3%, -1.7%
O=C(NCCCOC1CCCCC1)c1cc(=O)c2ccccc2o1
    -0.2%, 0.4%
CCOc1cccc(-c2cc(C(=O)O)c3ccccc3n2)c1
    1.0%, 1.4%

An excerpt, so the mix of outcomes need not match the whole.
